# Source: PubChem (National Center for Advancing Translational Sciences (NCATS))
# Shiga toxin inh – blocks Shiga toxin action in Vero cells. Vero cells, Shiga toxin protein synthesis inhibition reporter. inhibition, % at 38.7 µM. hit rate 9.2% among 290,000; in the data active means inhibition mostly above about 28%, no sharp cut-off; inactive means mostly below about 43%; further: 0% is about no effect
# Sm TGR block – blocks Schistosoma mansoni thioredoxin glutathione reductase; Q962Y6; purified TGR, DTNB reduction, TNB absorbance 405 nm; Potency, µM (series often up to 114 µM), for the others: at the highest dose activity change, negative = inhibition, hits mostly inhibitors; hit rate 3% among 360,000; further: potency means the concentration at half of the fitted maximal effect; on the % scale 0 is the no-effect control and ±100 the full control effect; nearly all actives have a fitted effect of over 60% in size
#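 First, TGR (20 nM dispensed) and NADPH were mixed with compound. Second, a 15 min room-temperature incubation followed. Third, further NADPH and then DTNB were added to start the reaction. Finally, TNB absorbance was monitored kinetically.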
# Pf growth 48h – P. falciparum growth inhibition at 48 hours (one generation); P. falciparum luciferase growth in erythrocytes, 48 h; Potency, µM (top dose mostly 28.7 µM), without a hit: top-dose activity change, negative = inhibition, hits mostly inhibitors; hit rate 5.9% among 310,000; further: potency means the concentration at half of the fitted maximal effect; on the % scale 0 is the no-effect control and ±100 the full control effect
#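 Luciferase-expressing parasites in RBCs, 2% Hct / 0.1% parasitemia final; RPMI 1640 + 0.5% Albumax; 37 C, 5% CO2, one generation; luminescence read-out, lower signal = inhibition.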
# Pf growth 96h – P. falciparum growth inhibition at 96 hours; P. falciparum luciferase reporter growth, 96 h; Potency, µM (top dose mostly 28.7 µM), for inactives: at the highest dose activity change, negative = inhibition, most hits filed as inhibitors; hit rate 6.9% among 320,000; AID 504834; further: potency means the concentration at half of the fitted maximal effect; on the % scale 0 is the no-effect control and ±100 the full control effect
#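 Infected RBCs, 2% Hct / 0.05% parasitemia final; luciferase-reporter P. falciparum; cpd 96 h, 37 C, 5% CO2; luciferase detection reagent; luminescence.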
# FBPA Giardia inh – Giardia lamblia aldolase inhibition; A8B2U2; purified Giardia FBPA; Potency, µM (titrated, usually from 59.6 µM), without a hit: at the highest dose activity, negative = inhibition, usual class: inhibitors; hit rate 0.71% among 290,000; AID 2451; further: potency means the concentration at half of the fitted maximal effect; on the % scale 0 is the no-effect control and ±100 the full control effect; nearly all actives have a fitted effect of over 55% in size
# Target sequence (A8B2U2 whole entry, looked up): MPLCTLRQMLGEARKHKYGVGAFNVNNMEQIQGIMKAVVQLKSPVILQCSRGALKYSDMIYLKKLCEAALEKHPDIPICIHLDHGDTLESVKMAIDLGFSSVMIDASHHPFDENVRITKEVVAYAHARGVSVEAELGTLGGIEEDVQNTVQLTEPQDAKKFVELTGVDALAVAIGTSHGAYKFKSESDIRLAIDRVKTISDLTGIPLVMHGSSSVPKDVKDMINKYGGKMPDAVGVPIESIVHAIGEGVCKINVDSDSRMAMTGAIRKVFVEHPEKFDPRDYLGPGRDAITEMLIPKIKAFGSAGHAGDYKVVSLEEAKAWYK
#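 Giardia FBPA (40 nM reagent) was preincubated 10 min at RT with compound (up to 57.5 uM final), then substrate plus GAPDH/TPI/NAD/arsenate coupling system with diaphorase/resazurin was added; resorufin fluorescence (525/598 nm) was read after 20 min.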
# Cycloheximide cs – affects cycloheximide protein synthesis inhibition readout, counter-screen. cell reporter, cycloheximide protein synthesis inhibition counterscreen. max response, %. hit rate 12% among 300,000. AID 2314; in the data active means max response mostly above about 13%, no sharp cut-off; inactive means mostly below about 14%; further: read at 38.3 µM for the half of the compounds with a filed dose; 0% is about no effect
# Starred values were filed as active, the others as inactive; ? = inconclusive; . = not tested or not shown; & = joins results of further samples; [ ] = remark or other dose. Unless noted, the call rests on the fitted dose curve; in most records, active means well fitted curve in the direction sought with a large enough effect; inconclusive means small, poorly fitted or top-dose-only effect, or another doubt; inactive means no such curve, though single readings can be large; an effect the other way counts as inactive or inconclusive.
SMILES,Shiga toxin inh,Sm TGR block,Pf growth 48h,Pf growth 96h,FBPA Giardia inh,Cycloheximide cs
CCN(CC)S(=O)(=O)c1cccc(C(=O)OCC(=O)Nc2ccccc2OC(F)F)c1,-26,6%,-7%,.,1%,2
CC[C@H](C)[C@H](N)C(=O)N[C@@H](CCCCN)C(=O)N[C@H](C(=O)N[C@@H](C)C(=O)N[C@H](C(=O)O)C(C)C)C(C)C,-16,.,.,.,4%,-8
CCOC(=O)C1CCN(Cc2cn[nH]c2-c2ccccc2)CC1,4,1%,-3%,-29%,-19%,-2
COc1cccc(/C=N/NC(=O)c2nc(-c3ccccc3)cc(-c3ccccc3)n2)c1,7,1%,10µM*,7%,-2%,0
CCN1CCN(C(=O)C(N)Cc2ccccc2)CC1 (stereo not drawn),-10,1%,25%,4%,1%,-5
Cc1ccc2nc(Nc3ccccc3)c(C=O)c(=O)n2c1,8,9%,71%[activator],469%[activator],5%,-3
O=C(c1ccccc1Cc1ccccc1)N1CCN(S(=O)(=O)c2ccccc2F)CC1,.,3%,12µM*,13µM*,.,.
COc1ccc(C2C3C=CCC(c4ccccc4)C3C(=O)N2Cc2ccccc2)cc1Cl (stereo not drawn),6,.,.,.,-11%,12
COc1ccccc1OCc1ccc(C(=O)NCCN(C)C)o1,-4,-10%,5%,.,13%,-1
CCOc1ccccc1N(C)C(=O)c1sc2ncn(CC(=O)N3CCCCC3C)c(=O)c2c1C (stereo not drawn),-7,-2%,?,11%,.,-2
CCc1cccc(N(C(=O)c2csnn2)C(C(=O)NC2CCCC2)c2cccnc2)c1 (stereo not drawn),2,-1%,1%,-2%,-6%,-8
CC(=O)Nc1cc(NC(C)=O)cc(C(=O)OCC(=O)c2ccc3c(c2)NC(=O)CO3)c1,.,9%,-24%,34%[activator],.,.
O=C(NCCOc1nc(N2CCCCC2)nc(N2CCCCC2)n1)Nc1ccccc1,1,12%,0%,30%[activator],3%,1
COc1ccc(C2(CNC(=O)c3cc([N+](=O)[O-])cc([N+](=O)[O-])c3)CCCC2)cc1OC,-12,-26%,?,?,-20%,-6
O=C(CCCn1ncn2c(cc3occc32)c1=O)NCc1cccc(Cl)c1,2,-7%,?,?,.,6
CN(C)CCCNC(=O)/C(=C\c1ccc(-c2ccc(Br)cc2)o1)NC(=O)c1ccccc1,-24,-4%,10µM*,?,2%,-9
Oc1[nH]c(N=C2N=c3ccccc3=N2)c2ccccc12,60*,7%,-51%,2.3µM*,-11%,35*
CN(C)S(=O)(=O)c1cccc(C(=O)OCC(=O)c2ccc3c(c2)NC(=O)CO3)c1,-10,1%,23%,7%,-13%,1
Cc1ccc(S(=O)(=O)NCc2ccc(C(=O)NCc3cccnc3)cc2)cc1,-3,-2%,11%,?,-1%,5
COc1ccc(-c2cc(C(=O)N3CCN(c4ccccc4OC)CC3)no2)cc1,-8,-17%,-9%,?,-4%,-5
COc1ccc(C(=O)Nc2nc(C)cc(C)n2)cc1,15,22µM*,-14%,1%,-6%,1
O=C(CCn1c(=O)c2cccn2c2ccc(F)cc21)NCc1cccc(F)c1,-8,9%,-20%,?,.,-2
Cn1c2c(c(=O)n(C)c1=O)C(C(F)(F)F)(C(F)(F)F)N=C(c1ccccc1Cl)N2,-13,-3%,-15%,.,7%,-1
COc1ccc(-c2cc(C(=O)O)nc3ccc4ccccc4c23)cc1OC,41*,1%,123%[activator],?,-10%,18*
O=C(Nc1ccc(S(=O)(=O)N2CCCc3ccccc32)cc1)C1CCCO1 (stereo not drawn),-6,-1%,?,27%,-1%,1
CCCCN1C(=O)C(=O)N(CC(=O)c2ccc3c(c2)CCCC3)C1=O,.,1%,14%,22%,.,.
Cc1nn(-c2ccccc2)c(Cl)c1C(=O)NCc1ccccc1F,17,-5%,?,?,0%,7
Cc1cc(C)nc(Nc2ncc(O)n2-c2ccc(Br)cc2)n1,-13,.,-20%,-14%,-2%,-3
Cc1cccc(C)c1OCC(=O)NNC(=O)CNC(=O)c1ccc(OC(F)F)cc1,.,6%,-2%,-33%,.,.
O=[N+]([O-])c1ccc(Sc2nccn2Cc2ccccc2)c([N+](=O)[O-])c1,-6,28µM*,0%,?,.,-3

# Continued; it opens with the two that closed the last part.
SMILES,Shiga toxin inh,Sm TGR block,Pf growth 48h,Pf growth 96h,FBPA Giardia inh,Cycloheximide cs
Cc1cccc(C)c1OCC(=O)NNC(=O)CNC(=O)c1ccc(OC(F)F)cc1,.,6%,-2%,-33%,.,.
O=[N+]([O-])c1ccc(Sc2nccn2Cc2ccccc2)c([N+](=O)[O-])c1,-6,28µM*,0%,?,.,-3
Cc1cc(C)c[n+](C2=C([O-])c3ccccc3C(=O)/C2=N\S(=O)(=O)c2cccs2)c1,-1,-13%,1.9µM*,?,-47%,-1
COc1ccc(CCNC(=O)CCS(=O)(=O)Cc2ccccc2C)cc1OC,31,6%,2%[0.00184 µM],31%[activator],1%,-3
O=C(NCc1nnc(SCc2ccccc2)n1-c1ccc(F)cc1)C12CC3CC(CC(C3)C1)C2,-5,-1%,?,0%,1%,-3
COC(=O)c1ccc(CNC(=O)c2cc3ccccc3oc2=O)cc1,3,3%,0%,9%,5%,1
O=C1CC(SC(=NCc2ccc3c(c2)OCO3)Nc2ccccc2)C(=O)N1c1ccccc1 (stereo not drawn),-22,-9%,.,-15%,-1%,-1
COc1ccc(C(=O)N(Cc2ccccc2)c2ccc(C)cc2)cc1S(=O)(=O)N1CCOCC1,.,-5%,?,-68%,.,.
CN(CCS(=O)(=O)c1ccc(Cl)cc1)Cc1cccnc1,0,?,16%,-5%,4%,-2
CCN(C(=O)CSc1nnc(-c2cccs2)n1N)c1c(N)n(Cc2ccccc2)c(=O)[nH]c1=O,.,-1%,?,-4%,.,.
COc1cc(OC)cc(C(=O)NCCNc2nc3cc(C)cc(C)c3cc2C#N)c1,.,0%,?,1%,7%,-2
O=c1[nH]ncc(N/N=C/c2ccccc2)c1Cl,20,5%,37%[activator],.,4%,5
O=C1c2ccccc2S(=O)(=O)N1CC(O)Cn1ccc2ccccc21 (stereo not drawn),-9,-7%,0%,.,-5%,2
COc1ccc(CCNC(=S)Nc2ccc(C(C)C)cc2)cc1,21,6%,0%,?,-1%,2
CCCC(=O)Nc1cc(C)cn(Cc2c(F)cccc2Cl)c1=O,-1,20%,-4%,?,-21%,0
COc1ccccc1CNC(=O)CCC(=O)N1CCOc2ccc(C)cc21,5,1%,-12%,-1%,-3%,-1
O=C(Nc1ccc(N2CCOCC2)cc1)c1ccc(Cl)cc1N1CCCC1=O,.,-15%,?,-11%,.,.
COc1ccc(CNC(=O)CN(c2ccccc2)S(=O)(=O)N(C)C)cc1,19,7%&3%,33%[activator],?,5%,5
CCN(CC)S(=O)(=O)c1cccc(C(=O)N/N=C2\CCCC(=O)C2)c1,20,-14%,-12%,4%,1%,-1
COc1cc(C(c2nnnn2C2CCCC2)N2CCc3ccccc3C2)ccc1O (stereo not drawn),-8,?,13%,?,?,-2
CCC(CC)C(=O)Nc1ccc(Cl)c(Cl)c1,-10,4%,.,-69%,-5%,-3
CCOC(=O)C1CCCN(c2c(NCCCN(CC)c3cccc(C)c3)c(=O)c2=O)C1 (stereo not drawn),33,-6%,?,21%,-6%,-1
CCN(c1ccccc1)S(=O)(=O)c1ccc(Cl)c(NC(=O)COC(=O)c2ccc[n+]([O-])c2)c1,22,3%,-12%,1%,5%,1
O=C(COC(=O)c1n[nH]c(=O)c2ccccc12)NC1CCCCC1,.,-4%,1%,-19%,.,.
COc1ccc(CNC(=O)C(C#N)c2nc3ccccc3nc2N2CCCC2)cc1 (stereo not drawn),-16,0%,?,0%,-4%,8
Cc1ccc(-c2cc(C(=O)N/N=C/c3ccc(Cl)cc3)n[nH]2)o1,3,0%,-23%,?,-6%,3
Cc1nnc(NC(=O)CSc2cn(CCNC(=O)c3ccccc3)c3ccccc23)s1,10,-3%,-9%,-44%,-2%,15
Cc1c(-c2ccc(OCc3ccccc3)cc2)nc2ccccc2c1C(=O)O,2,11%,13%,?,8%,8
Cc1c(C(=O)Nc2nnc(SCc3ccccc3Cl)s2)cccc1[N+](=O)[O-],2,-1%,-13%,14%,1%,-1
Cc1ccc(S(=O)(=O)NC(=O)COc2cc(C)ccc2C(C)C)cc1,0,-5%,0%,177%[activator],24%,2
CC1CCCC(NC(=O)CCC(=O)NCc2ccccc2)C1C (stereo not drawn),-3,-5%,-8%,-18%,-5%,-2
COC(=O)C1=C(C)N=C2SC(C)C(=O)N2C1/C=C/c1ccccc1 (stereo not drawn),-7,15%,-2%,-7%,.,-3
CCNC(=O)COC(=O)c1cc(S(=O)(=O)N2CCCCC2)ccc1C,4,24%,?,?,1%,-3
O=C(Nc1ccc(S(=O)(=O)N2CCCCC2c2cccnc2)cc1)c1c(F)cccc1F (stereo not drawn),-7,3%,?,30%[5.75 µM],-6%,-2
COc1ccc(-c2ccc(OC)c([C@H]3[C@H]4C=CC[C@@H](C)[C@@H]4C(=O)N3Cc3ccccc3)c2)cc1,-4,-22%,?,?,4%,0
Cc1cc(C=O)c2c(c1)C=CC1(Oc3ccccc3C(=O)N1C)O2 (stereo not drawn),17,-3%,?,-20%,-9%,5
CCn1c(SC(C)C(=O)Nc2nccs2)nnc1-c1ccncc1 (stereo not drawn),-20,4%,4%,-27%,.,-2
CCCc1cc(=O)n2[nH]cnc2n1,-8,-19%,23%,39%[activator],-26%,-2
CC(=O)NC(CC(=O)OCC(=O)N1CCN(S(=O)(=O)c2ccc(C)cc2C)CC1)c1ccccc1 (stereo not drawn),.,-17%,?,-18%,.,.
COCCn1c(SCC(=O)Nc2cccc(F)c2)nc2c(c1=O)SCC2,-3,-1%,?,?,.,-1
COc1ccc(CCC(=O)NC(C)C)cc1,-7,1%,?,131%[activator],6%,-5

# Of the compounds above, these contain fluorine:
SMILES,Shiga toxin inh,Sm TGR block,Pf growth 48h,Pf growth 96h,FBPA Giardia inh,Cycloheximide cs
CCN(CC)S(=O)(=O)c1cccc(C(=O)OCC(=O)Nc2ccccc2OC(F)F)c1,-26,6%,-7%,.,1%,2
O=C(c1ccccc1Cc1ccccc1)N1CCN(S(=O)(=O)c2ccccc2F)CC1,.,3%,12µM*,13µM*,.,.
O=C(CCn1c(=O)c2cccn2c2ccc(F)cc21)NCc1cccc(F)c1,-8,9%,-20%,?,.,-2
Cn1c2c(c(=O)n(C)c1=O)C(C(F)(F)F)(C(F)(F)F)N=C(c1ccccc1Cl)N2,-13,-3%,-15%,.,7%,-1
Cc1nn(-c2ccccc2)c(Cl)c1C(=O)NCc1ccccc1F,17,-5%,?,?,0%,7
Cc1cccc(C)c1OCC(=O)NNC(=O)CNC(=O)c1ccc(OC(F)F)cc1,.,6%,-2%,-33%,.,.
O=C(NCc1nnc(SCc2ccccc2)n1-c1ccc(F)cc1)C12CC3CC(CC(C3)C1)C2,-5,-1%,?,0%,1%,-3
CCCC(=O)Nc1cc(C)cn(Cc2c(F)cccc2Cl)c1=O,-1,20%,-4%,?,-21%,0
O=C(Nc1ccc(S(=O)(=O)N2CCCCC2c2cccnc2)cc1)c1c(F)cccc1F (stereo not drawn),-7,3%,?,30%[5.75 µM],-6%,-2
COCCn1c(SCC(=O)Nc2cccc(F)c2)nc2c(c1=O)SCC2,-3,-1%,?,?,.,-1
